IL-2 act = IL-2 activation; IL-2 activation reporter assay, cell-based qHTS; stimulated with anti-CD3/CD4/CD28 beads; in transgenic mouse T cells; activation, % (series mostly up to about 46 µM); actives 0.065% (n = 360,000); in the data active = activation above about 50%; inconclusive = mostly about 30% to 49%; note: 0% is about no effect
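Quantitative HTS in unstimulated transgenic mouse T cells, with memory T cells as non-tolerant control and PMA/ionomycin as tolerance-bypass control. Compound pretreatment lasted 60 minutes before 18 h bead stimulation; EGFP/DsRed fluorescence read.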
HepG2 viability = HepG2 cytotoxicity, counter-screen for TGF-b inhibitors. HepG2 CAGA-GFP viability, ATP luminescence, 18 h. Potency, µM (titrated, usually from 46.1 µM), without a hit: top-dose activity change, negative = cytotoxicity, usual class: cytotoxic. actives 0.76% (n = 410,000). AID 588856; note: potency is the fitted concentration of half-maximal effect; some results filed as inactive show a strong effect at the top dose
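CellTiter-Glo luminescence gave cytotoxicity after 18 hours at 37 degrees C. The cells were HepG2 CAGA-GFP in 1% FBS DMEM, stimulated with 500 pg/mL TGF-beta after compound addition. %Activity was normalised to no-cell wells (complete cell-killing) and DMSO (no toxicity), and curves were fitted and classified.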
TGFb SMAD3 inh = TGF-b pathway inhibition; HepG2 CAGA-GFP TGF-b/SMAD3 reporter, GFP fluorescence, 18 h; TGF-beta stimulated, 500 pg/mL final; Potency, µM (doses to about 46.1 µM), inactives show at the highest dose activity, negative = inhibition, most hits filed as inhibitors; actives 1.2% (n = 410,000); AID 588855; note: potency is the fitted concentration of half-maximal effect; % is set by controls: 0 for no effect and ±100 for the full control effect; nearly all actives have a fitted effect of over 65% in size
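GFP signal (ex488/em500-530) from TGF-beta-stimulated HEPG2 CAGA-GFP cells, 500 pg/mL final, 18 h at 37 degrees C in DMEM plus 1% FBS, normalized to unstimulated and DMSO-stimulated controls.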
S2 tox = cell viability loss in ATXN counter-screen; S2 cells (HEK-293 line with an ATXN2-luciferase reporter) viability, CellTiter-Fluor protease fluorescence, 24 h; Potency, µM (series often up to 56.7 µM), usual class: cytotoxic; actives 0.49% (n = 400,000); note: potency is the fitted concentration of half-maximal effect; nearly all actives have a fitted effect of over 40% in size
A549 tox = counter-screen for Nrf2 inhibitors: cytotoxicity in A549 cells | Potency, µM (doses to about 46 µM), without a hit: top-dose activity change, negative = cytotoxicity, actives largely listed as inhibitors | actives 0.16% (n = 390,000) | AID 504648 | A549 ARE-Fluc cells, CellTiter-Fluor viability, 18-24 h; note: potency is the fitted concentration of half-maximal effect; % is set by controls: 0 for no effect and ±100 for the full control effect
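A549 ARE_Fluc cells in 5% FBS OPTI-MEM were exposed to compounds in concentration-response for 18-24 h at 37 deg C. Viability was read by CellTiter-Fluor fluorescence (Ex 405/Em 525) after 30 min, before the luciferase read.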
Nrf2 activator = activators of Nrf2 (ARE) signaling | AREc32 ARE-luciferase reporter (MCF7-derived line), luminescence, 24 h | Potency, µM (series often up to 46.1 µM), for inactives: at the highest dose activation, usual class: activators | actives 0.31% (n = 410,000); note: potency is the fitted concentration of half-maximal effect; % of control where 0% means no effect; nearly all actives have a fitted effect of over 65% in size
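Nrf2 activation is followed as ARE-luciferase induction in the AREc32 line after one day of compound treatment; luminescence is read with Steady-Glo.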
EPAC2 ag = EPAC2 (human) agonism; Q8WZA2; EPAC2 activation, biochemical qHTS; response scale: 100% = 6.5 mM cAMP response; Potency, µM (titrated, usually from 154 µM), for the others: top-dose activation, hits mostly activators; actives 0.079% (n = 360,000); AID 720711; note: potency is the fitted concentration of half-maximal effect; nearly all actives have a fitted effect of over 50% in size
Target sequence (Q8WZA2 whole entry, looked up): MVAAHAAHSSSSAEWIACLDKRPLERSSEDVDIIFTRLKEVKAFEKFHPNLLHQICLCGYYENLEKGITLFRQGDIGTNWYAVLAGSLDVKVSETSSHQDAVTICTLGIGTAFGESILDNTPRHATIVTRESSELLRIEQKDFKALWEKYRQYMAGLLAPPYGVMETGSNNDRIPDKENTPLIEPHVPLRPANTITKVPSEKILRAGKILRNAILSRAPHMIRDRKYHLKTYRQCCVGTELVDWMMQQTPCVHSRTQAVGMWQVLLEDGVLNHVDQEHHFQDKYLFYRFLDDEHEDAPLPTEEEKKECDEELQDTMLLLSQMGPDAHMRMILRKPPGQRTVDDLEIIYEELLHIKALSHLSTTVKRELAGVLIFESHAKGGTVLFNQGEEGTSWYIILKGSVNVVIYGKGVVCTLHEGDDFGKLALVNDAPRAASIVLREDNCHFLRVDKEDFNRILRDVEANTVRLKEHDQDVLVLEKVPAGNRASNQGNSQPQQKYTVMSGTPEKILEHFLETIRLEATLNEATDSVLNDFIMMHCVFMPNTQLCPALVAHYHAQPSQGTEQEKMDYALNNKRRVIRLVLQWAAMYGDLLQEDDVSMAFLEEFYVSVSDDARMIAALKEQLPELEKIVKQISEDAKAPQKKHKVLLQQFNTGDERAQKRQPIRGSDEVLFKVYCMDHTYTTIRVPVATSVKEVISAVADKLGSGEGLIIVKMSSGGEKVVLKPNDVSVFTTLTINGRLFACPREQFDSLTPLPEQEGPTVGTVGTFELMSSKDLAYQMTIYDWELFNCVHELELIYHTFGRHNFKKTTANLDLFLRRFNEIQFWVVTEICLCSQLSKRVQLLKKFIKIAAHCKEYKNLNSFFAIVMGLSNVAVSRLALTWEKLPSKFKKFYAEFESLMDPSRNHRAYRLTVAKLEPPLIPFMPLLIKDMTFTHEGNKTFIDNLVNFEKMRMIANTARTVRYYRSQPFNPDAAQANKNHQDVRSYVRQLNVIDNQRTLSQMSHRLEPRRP
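Guanine nucleotide exchange by EPAC2 is measured as reduced fluorescence of BODIPY-GDP once it is released from 250 nM Rap1B. Plates are read kinetically for 30 min at room temperature; results are scaled to 6.5 mM cAMP.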
Nrf2 block = Nrf2 pathway inhibition. A549 ARE-Fluc reporter, luciferase luminescence, 18-24 h. Potency, µM (titrated, usually from 46 µM), for inactives: at the top dose activity change, negative = inhibition, usual class: inhibitors. actives 2.1% (n = 360,000). AID 504444; note: potency is the fitted concentration of half-maximal effect; % is set by controls: 0 for no effect and ±100 for the full control effect; nearly all actives have a fitted effect of over 60% in size
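Concentration-response testing used A549 ARE_Fluc cells at 5000 cells/well. Following an 18-24 h compound incubation, viability was read by fluorescence (Ex 405/Em 525) and luciferase output by luminescence.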
ATXN2 expr inh = ATXN2 expression inhibition | actives 0.72% (n = 360,000) | AID 1745845 | Potency, µM (titrated, usually from 57 µM), for the others: top-dose activity change, negative = inhibition, hits mostly inhibitors | HEK-293 ATXN2-luciferase reporter, luminescence, 24 h; note: potency is the fitted concentration of half-maximal effect; % is set by controls: 0 for no effect and ±100 for the full control effect; nearly all actives have a fitted effect of over 55% in size
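ATXN2-luciferase reporter cells (luciferase flanked by upstream and downstream ATXN2 gene portions) were treated 24 h at 37 °C with compounds at up to 57 uM. SteadyGlo luminescence gave expression; GF-AFC fluorescence gave viability.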
* marks the source's active call; other numbers are inactive results; i = inactive; u = inconclusive; x = not tested or not shown; [ ] = dose if it differs, or a comment. Unless noted, calls come from the whole dose curve; as a rule, active = well fitted curve in the direction sought with a large enough effect; inconclusive = small, poorly fitted or top-dose-only effect, or another doubt; inactive = no such curve, though single readings can be large; an effect the other way counts as inactive or inconclusive.

SMILES	IL-2 act	HepG2 viability	TGFb SMAD3 inh	S2 tox	A549 tox	Nrf2 activator	EPAC2 ag	Nrf2 block	ATXN2 expr inh
O=C(Nc1ccccc1C(F)(F)F)c1cc(-c2ccc3c(c2)OCCO3)on1	x	-1%	1%	i	8%	1.2%	x	u	34%[activator]
COc1cccc(COCCN2CCN(S(=O)(=O)c3ccc(C)cc3)CCC2=O)c1	-4.2	-44%	u	i	-1%	0.3%	0%	-3%	-12%
CC(=O)Nc1cc(-c2ccc(N(C)C)cc2)cn2c(-c3ccc(F)cc3)cnc12	2.1	-27%	-17%	u	x	7.7%	-1%	x	u
COC(=O)Cn1c(O)c(N=NC(=O)CNC(=O)c2ccc3c(c2)OCCO3)c2ccccc21	-3.9	-29%	-11%	i	15%	4.9%	5%	28%	-21%
COc1cc(C)nc(NS(=O)(=O)c2ccccc2Cl)n1	-0.6	9%	4%	i	-6%	-0.4%	-4%	-11%	-4%
CCOC(=O)c1c(NC(=O)CSc2n[nH]c(-c3ccco3)n2)sc(C)c1C	-1.9	-12%	-3%	i	-18%	-0.1%	12%	u	-19%
Cc1ccc(Cc2c(-c3ccc(Cl)cc3)nc3cc(C)c(Br)c(C)n23)cc1	-0.6	-21%	11µM*	i	x	17%	2%	x	5%
Cc1ccc(N2CCN(c3ccc(C)cc3)C2c2ccncc2)cc1	4.4	1%	0%	i	1%	2.2%	-11%	0%	11%
COc1ccc(/C([O-])=C(/C(=S)Nc2ccc(C)c(C)c2)n2c[n+](C)c3ccccc32)cc1OC	-4.6	-16%	5%	i	0%	2.5%	8%	2%	-21%
CCc1ccccc1S(=O)(=O)Cc1ccc(C(=O)NC(C)C)o1	0.1	-13%	-9%	i	1%	0.2%	9%	5%	-7%
CC1Cn2c(nnc2-c2cc3ccccc3cc2O)S1 (stereo not drawn)	-0.7	-2%	-11%	i	-10%	-0.3%	16%	0%	-8%
Cc1cc(=O)c(C(=O)O)cn1-c1ccc(C(C)C)cc1	-1.7	6%	0%	i	-1%	-0.1%	-14%	-7%	-20%
Cc1cc(O)c(-c2cc(C(=O)NCc3ccc4c(c3)OCO4)[nH]n2)cc1C	-1.7	31%	-5%	i	-8%	0.1%	11%	u	-6%
COc1cc(C)c(/C=C(\C#N)C(=O)Nc2cccc(C)c2)cc1C(C)C	0.0	-24%	-5%	i	1%	-0.5%	-7%	-7%	-4%
Cc1cccnc1NC(=O)c1nn(C)c2c1CS(=O)(=O)c1ccccc1-2	-4.2	-3%	-27%	i	0%	4.4%	5%	0%	0%
CC(=O)Nc1ccc(SCC(=O)N(CCC#N)c2ccc(C)cc2)cc1	-1.5	-35%	-10%	i	-12%	6.4%	12%	-9%	-3%
CCN1CCN(S(=O)(=O)c2ccc(Cl)c(C(=O)N(C)CCOc3ccc(Cl)cc3)c2)CC1	-5.0	-9%	14µM*	i	-10%	0.1%	2%	u	-29%
COCCN(C(=O)CNC(=O)c1ccco1)C(C(=O)NC1CCCC1)c1ccc(OC)cc1 (stereo not drawn)	-0.4	4%	27%	i	-5%	0.3%	-11%	-10%	-13%
O=C(O)c1ccc(Nc2ccc([N+](=O)[O-])c3nonc23)cc1	-2.8	-2%	3%	u	u	-1.2%[9.22 µM]	-5%	9%	-3%
CCc1nc2ccccc2n1CC(=O)N1CCN(S(=O)(=O)c2cccc(C(F)(F)F)c2)CC1	0.5	1%	-14%	x	-8%	-0.1%	-3%	-10%	x

Sorted by value in Nrf2 activator (rising): three from the list above.
Molecule,Nrf2 activator,EPAC2 ag
Cc1cc(=O)c(C(=O)O)cn1-c1ccc(C(C)C)cc1,-0.1%,-14%
COc1ccc(/C([O-])=C(/C(=S)Nc2ccc(C)c(C)c2)n2c[n+](C)c3ccccc32)cc1OC,2.5%,8%
COC(=O)Cn1c(O)c(N=NC(=O)CNC(=O)c2ccc3c(c2)OCCO3)c2ccccc21,4.9%,5%

Following part:
SMILES	IL-2 act	HepG2 viability	TGFb SMAD3 inh	S2 tox	A549 tox	Nrf2 activator	EPAC2 ag	Nrf2 block	ATXN2 expr inh
Cc1cc(C)n2nc(C(=O)OCC(=O)N(CCC#N)c3ccc(F)cc3)nc2n1	-2.7	-38%	u	i	3%	-0.6%	6%	10%	-14%
CC(=O)C1=C(C)N(Cc2ccccc2)C(=O)N[C@H]1c1cccc(C(F)(F)F)c1	0.1	-20%	u	i	-6%	5.4%	12%	u	-13%
C=CCN1C(=O)C2(OCCCO2)c2cc(Cl)ccc21	1.0	-10%	-5%	i	17%	-1.0%	19%	-7%	-6%
Oc1ccc(N2CCN(c3ncnc4sc5c(c34)CCC5)CC2)cc1	-0.8	-38%	4%	i	-11%	-0.5%	6%	15µM*	-19%
COc1ccc(NC(=O)CC(C)S(=O)(=O)c2cc3c(cc2C)NC(=O)CO3)cc1OC (stereo not drawn)	x	-15%	-2%	i	8%	-0.8%	x	14%	9%
Cc1cc(Nc2cccc(Cl)c2)nc(NCc2ccccc2)n1	-0.9	-94%	18µM*	u	u	-1.0%	13%	u	-24%
COc1cc2c(C(=O)N(C)c3cc(Cl)ccc3OC)cn(CC(C)C)c(=O)c2cc1OC	x	-36%	u	i	-18%	-0.3%	x	-36%[9.27 µM]	u
COc1ccc(C)cc1NC(=O)CSc1nc2ccccc2nc1N1CCCCC1	-3.0	-27%	0%	i	4%	-0.5%	24%	-22%	93%[activator]
O=C(COc1ccc(Br)cc1Cl)NC(=O)Nc1ccc2c(c1)OCCO2	-1.0	-3%	-13%	i	4%	2.5%	-3%	u	-2%
O=C(/C=C/c1cccnc1)c1ccc([N+](=O)[O-])cc1	0.3	-37%	-4%	i	5%	3.8%	13%	13%	-29%
CSC1=NC2(CCCCC2)C2=C(CCCC2)N1	-1.1	-11%	-4%	i	8%	0.8%	-2%	12%	16%
CC(C)CNC(=O)c1nn(Cc2ccccc2)c(=O)c2ccccc12	1.5	-1%	1%	i	-3%	0.2%	3%	u	7%
CCN(CC)C(=S)SCC(=O)Nc1ncc2c(n1)CCCC2=O	-1.8	-164%	0%	i	u	0.4%	-1%	-6%	11%
O=C(COC(=O)c1ccccc1NS(=O)(=O)c1cccs1)NC1CCCCC1	-4.5	-29%	-18%	i	2%	-2.3%	9%	0%	-6%
O=C(CCNS(=O)(=O)c1ccc(Br)cc1)NCc1ccc2c(c1)OCO2	3.9	-39%	11%	i	2%	0.2%	7%	9%	-22%
O=C(CCc1ccccc1)N1CCN(c2ccc(Cl)cc2)CC1	-0.1	-8%	u	i	-1%	-0.4%	12%	u	-10%
COc1ccc(C(CNC(=O)c2ccc(Cl)s2)N2CCOCC2)cc1 (stereo not drawn)	0.7	2%	-1%	i	2%	0.1%	-2%	-2%	-3%
CCCCCC(=O)NC(NC(=S)N1CCOCC1)C(Cl)(Cl)Cl (stereo not drawn)	0.2	-31%	u	i	-2%	0.1%	-8%	u	3%
COc1ccccc1Nc1nnc(SCC(=O)NC2CC2)s1	-0.2	-3%	22%	i	-1%	0.4%	0%	u	x
Cc1ccc(NC(=O)c2ccc(S(=O)(=O)NCc3ccco3)cc2)cc1	0.3	-12%	-3%	i	8%	2.9%	2%	u	0%
Cc1ccc(C)c(-n2c(SCC(=O)Nc3nnc(C)s3)nnc2-c2ccoc2C)c1	-0.2	-13%	-24%	i	-4%	0.3%	-5%	-2%	16%
CC(C)(C)c1ccc(OCC(=O)N2CCC(c3nc4ccccc4s3)CC2)cc1	x	8%	-2%	i	-5%	-0.2%	x	18%	6%
COCc1cc(C)nc2sc3c(c12)NC(c1ccc(O)cc1)N(c1ccc(C)cc1)C3=O (stereo not drawn)	x	-15%	u	x	u	-1.7%	x	x	x
CCOC(=O)CSc1nc2c(sc(=S)n2-c2ccccc2)c(=O)[nH]1	-1.5	4%	-16%	i	-4%	0.2%	1%	-27%	-21%
O=C(NCCc1ccco1)c1cc(COc2cccc(C(F)(F)F)c2)on1	-2.8	1%	-28%	i	-2%	3.0%	-6%	-25%	-5%
CCC(C)[C@H](NC(=O)NCc1cccc(OC)c1)C(=O)O (stereo partly drawn)	0.4	1%	-14%	i	-1%	-0.1%	7%	x	3%
Cc1noc(C)c1NC(=O)Nc1cccc2c1O[C@@H](CN(C)C)[C@@H](C)CN([C@H](C)CO)C2=O	0.7	2%	2%	i	1%	-0.1%	4%	4%	7%
O=C(CN1C(=O)CSc2ccc(S(=O)(=O)N3CCCCC3)cc21)NCc1cccnc1	0.9	-1%	4%	i	-1%	-0.1%	0%	1%	-1%
CCN1C[C@@H]2[C@@H]3C(=O)N(Cc4ccccc4)C(=O)[C@@H]3[C@](C)(C1=O)N2C(=O)c1ccc(Cl)cc1	0.2	-2%	-8%	i	-2%	0.3%	4%	1%	11%
CC(=O)N1C[C@@H](CO)[C@@H](N(C)C(=O)c2ccco2)C[C@H]1c1ccccc1	0.7	-69%	-27%	i	x	-0.7%	7%	x	3%
Cc1cc(C)c(NC(=O)Cn2c(=O)n(Cc3ccc(C(=O)NCc4ccco4)cc3)c(=O)c3sccc32)c(C)c1	x	-84%	10µM*	x	-18%	0.2%	x	u	x
O=C(NCc1ccco1)c1ccc(Cn2c(SCc3ccccc3F)nc3cccnc32)cc1	x	-36%	13µM*	x	0%	5.5%	x	u	x
O=C(CCCn1c(=O)c2ccccc2n(Cc2cccc(F)c2)c1=O)NCc1ccccc1Cl	x	-10%	-18%	i	2%	-0.6%	x	7%	0%
CN(C)c1ccc(P(=O)(OCc2ccccc2)C(O)c2ccccc2)cc1 (stereo not drawn)	-2.8	19%	-38%	i	3%	-0.8%	1%	9%	5%

Single values from the results shown:
`CC1Cn2c(nnc2-c2cc3ccccc3cc2O)S1` (stereo not drawn) in ATXN2 expr inh: -8%
`COc1ccc(C(CNC(=O)c2ccc(Cl)s2)N2CCOCC2)cc1` (stereo not drawn) in TGFb SMAD3 inh: -1%
